Myeloid diff MLP: induction of myeloid progenitor differentiation, primary screen, cell-based, flow cytometry, MLPCN library. ER-HoxA9 myeloid progenitors, lysozyme-GFP differentiation. calls only at 10 µM. hit rate 1% among 360,000. AID 624256, 2012;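 active = normalized GFP-positive differentiation at or above the plate's own cutoff, the solvent-only control mean plus 3 SD; inconclusive = no clear call, values can overlap the other calls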;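 also: cells exposed to compound for four days before flow analysis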
Hep lipid drop: inhibitors of hepatocyte lipid droplet formation, primary screen, imaging, high-throughput imaging, BODIPY stain. AML12 mouse hepatocytes, oleate lipid droplets. inhibition, % at 6.5 µM. hit rate 0.4% among 240,000. AID 1656, 2009;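 active = lipid droplet intensity inhibited by at least 50%, with more than 500 cells counted; inconclusive = wells with under 300 cells, treated as cytotoxic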
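Material: mouse AML12 hepatocyte cell line, fixed after treatment; Timing: compound with oleate, overnight; Technique: high-content imaging of BODIPY-stained droplets and DAPI nuclei; Probe or stimulus: oleate, 100 µM final; Dosing: compound at 6.5 µM only.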
K1F lysis inhibition: inhibition of K1F phage lysis, E. coli UTI89, bacterial capsule biogenesis inhibitors, alamar blue (AID 488966) | E. coli UTI89 K1F phage lysis, alamar blue, 2 h; higher % means a stronger effect | inhibition, % at 100 µM, or IC50 in µM where a hit was titrated | hit rate 0.02% among 340,000;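 active = phage lysis inhibition, versus mean bacterial control, above a set limit; inconclusive = no clear call, values can overlap the other calls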;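 also: capsule biogenesis inhibitors block K1F phage lysis so surviving cells raise fluorescence; higher fluorescence means more inhibition of phage lysis; actives were called in the ten point dose series up to 300 µM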
P. falciparum M1AAP: P. falciparum M1AAP inhibitors, biochemical, fluorogenic H-Leu-NHMec substrate, 1536-well (AID 1445). recombinant M1AAP, H-Leu-NHMec fluorogenic kinetic assay; higher % means a stronger effect. inhibition, % at 30 µM; hits with a dose series show IC50 in µM. hit rate 0.42% among 220,000. Aminopeptidase N (Plasmodium falciparum (isolate 3D7));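 active = primary inhibition above the hit cutoff, then over 50% inhibition at one or more dose response concentrations, cut at about 23% in these data, passing the limit was not always enough; inconclusive = conflicting primary data, or primary hits not chosen for dose response; inactive = low primary inhibition, or under 50% at every dose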;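 also: plate controls were DMSO full reaction for no effect and no enzyme background for full effect; strong numbers were not always called active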
TNAP activation fold: human TNAP enzyme activators, primary screen, biochemical, luminescent, no phosphate acceptor, uHTS (AID 1001); Alkaline phosphatase, tissue-nonspecific isozyme (Homo sapiens); purified TNAP, luminescent activation assay, no phosphate acceptor; higher activation fold means a stronger effect; one-dose activation fold at 20 µM; EC50 in µM for titrated hits; hit rate 0.03% among 200,000; in the data active = activation fold from about 3, or a potency from the dose series; inactive = the rest, 99 in 100 with activation fold below about 1.6; also: many of its hits are not listed in these tables
CSM14.1 death rescue: rescue of cells from ER stress-induced death, primary screen, 384-well, CSM14.1, thapsigargin, ATP luminescence (AID 1222). CSM14.1 thapsigargin-induced death rescue, ATP luminescence; higher % means a stronger effect. cellular ATP content (survival), % at 20 µM, or EC50 in µM where a hit was titrated. 190,000 tested, under 10 active;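 active = EC50 below 50 µM in the dose-response confirmation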;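 also: death triggered by thapsigargin at about 15 µM added after 2 h compound pretreatment; cell ATP read after overnight thapsigargin exposure of roughly 18 to 22 hours; normalized against plate controls of thapsigargin alone and 5% DMSO vehicle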
WT yeast gro inh: growth inhibition of WT strain, primary screen, mitochondrial fusion inhibitor project, WT and mutant strains, chemical genetic; mitochondrial fusion phenotypic screen; AID 1362, 2008; inhibition, % at 10 µM; hit rate 2.1% among 190,000; in the data active = inhibition above about 58%; tested in S. cerevisiae
human PMI inhibitors: human PMI inhibitors, high substrate, primary screen, biochemical, fluorescence intensity, high mannose 6-phosphate (AID 1220) | Mannose-6-phosphate isomerase (Homo sapiens) | recombinant PMI enzyme, coupled fluorescence intensity; higher % means a stronger effect | one-dose inhibition, % at 20 µM; IC50 in µM for titrated hits | hit rate 0.66% among 190,000
PMI inhibitors: inhibitors of human PMI, primary screen, biochemical, fluorescence intensity, coupled assay (AID 1209); Mannose-6-phosphate isomerase (Homo sapiens); purified PMI enzyme, coupled fluorescence intensity; higher % means a stronger effect; one-dose inhibition, % at 20 µM; IC50 in µM for titrated hits; hit rate 0.42% among 190,000;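 also: plate controls were DMSO vehicle for no effect and wells lacking substrate for full effect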
WT yeast gro inh mutant strain: also measured in WT yeast gro inh; calls as there; inhibition, %; mitochondrial fusion phenotypic screen, mutant strain inhibition
Hep lipid drop cells 6.5 µM: second read-out of Hep lipid drop, no call of its own (marks repeat the call); cell count; measured here: cell count, cytotoxicity flag;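 cells counted across two imaged fields per well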
Myeloid diff MLP GFP+ MAC1+ %: second read-out of Myeloid diff MLP, no call of its own (marks repeat the call); GFP+ MAC1+ double positive, %; measured here: differentiation confirmed by MAC1 staining
Starred values were filed as active, the others as inactive; i = inactive; ? = inconclusive; nt = not tested or not shown; [ ] = remark or other dose. Rule as the data show it, unless noted: active = inhibition above about 50%; inactive = the rest.

SMILES	Myeloid diff MLP	Myeloid diff MLP GFP+ MAC1+ %	Hep lipid drop	Hep lipid drop cells 6.5 µM	K1F lysis inhibition	P. falciparum M1AAP	TNAP activation fold	CSM14.1 death rescue	WT yeast gro inh	WT yeast gro inh mutant strain	human PMI inhibitors	PMI inhibitors
O=C(O)c1ccccc1C(=O)N1CCN(c2cccc(Cl)c2)CC1	i	0.8	4	741	1.1%	-6%	1.1	-5.8%	8	6	-16%	-14%
O=S(=O)(CCc1ccncc1)Cc1ccc2c3c(cccc13)CC2	i	0.5	-1	739	0.8%	6%	nt	nt	nt	nt	nt	nt
O=C(Nc1ccc2c(c1)OCO2)C1CCCN1C(=O)Nc1cccc(F)c1 (stereo unspecified)	i	0.7	nt	nt	-0.3%	6%	1.1	-0.7%	6	10	-14%	-15%
CCOC(=O)N/N=C(\C)c1ccc(C)o1	i	0.3	31	719	-0.1%	4%	1.2	0.4%	14	-5	-7%	-9%
Nc1nc(-c2ccc(Cl)cc2)nn1C(=O)c1cccs1	i	1.0	11	707	0.3%	-2%	1.2	0.2%	5	-22	-10%	-6%
CCN(CC)S(=O)(=O)c1ccc(NC(=O)c2cc(-c3cccs3)nc3ccccc23)cc1	i	1.1	1	577	1.3%	7%	1.1	3.5%	-7	6	-1%	-5%
CN1CCN(C(=O)CCc2ccc(S(=O)(=O)NC3CCCCC3)cc2)CC1	nt	nt	-16	739	-0.8%	8%	1.1	-1.0%	-3	-2	47%	10%
O=C(CCCCCNC(=O)c1ccccc1)N/N=C/c1ccccc1O	i	0.5	15	641	-1.5%	9%	1.1	1.4%	-5	-25	-20%	2%
Cc1c(Cl)cccc1N/C(SCC(=O)N1CCCCCC1)=C(/C#N)c1nc2ccccc2s1	?	nt	-8	604	0.0%	7%	1.1	-8.0%	-18	-17	2%	3%
COc1cnc(-c2ccccn2)nc1NC(C)C	?	nt	-21	470	1.1%	-5%	1.4	0.1%	4	18	1%	8%
Cc1nc(C)c(CCNC(=O)c2ccccc2)s1	i	1.0	-2	626	0.3%	7%	1.1	0.5%	-16	0	-14%	-6%
Cc1nn(-c2ccccc2)c(N)c1C(O)(CSc1nccn1C)C(F)(F)F (stereo unspecified)	i	1.5	-11	827	1.2%	6%	1.1	3.1%	0	6	-6%	-6%
O=C(Cc1ccccc1F)Nc1cccc2cccnc12	i	0.7	-10	608	0.1%	-1%	1	3.0%	6	6	-1%	0%
COc1ccc(CCNC(=O)Cn2cnc3c(nnn3Cc3ccccc3F)c2=O)cc1OC	i	6.1	0	723	8.3%	5%	1	-1.6%	-14	3	5%	1%
CC(C)N=c1scc(-c2cccs2)n1/N=C/c1ccc(O)c(O)c1O	i	1.2	-9	656	?	9%	0.9	2.9%	82*	29*	nt	76%*
CCNC(=S)N(Cc1ccc2c(c1)OCO2)C1CC(=O)N(c2ccc(OC)cc2)C1=O (stereo unspecified)	i	0.8	-14	685	1.6%	1%	1.1	-2.6%	8	-6	13%	13%
COc1cc2[nH]c3c(=O)n(CCN4CCOCC4)cnc3c2cc1OC	i	0.2	10	675	-0.3%[50 µM]	7%	nt	nt	nt	nt	nt	nt
c1ccc(Nc2nn[nH]n2)cc1	i	1.5	nt	nt	1.6%	3%	1.1	-1.0%	15	2	-1%	-7%
COc1ccc(NC(=O)CN(C)CC(=O)Nc2ccc(Cl)cc2F)cc1	i	0.2	1	700	0.3%	3%	1.1	0.9%	-29	-7	3%	7%
CCOC(=O)c1sc(NC(=O)/C=C/c2cnn(C)c2C)c(C(=O)OCC)c1C	nt	nt	nt	nt	nt	8%	1.1	0.4%	22	-10	4%	0%
O=C(NCc1ccccc1)c1ccccc1Br	i	0.9	17	693	-0.5%	1%	1.1	-1.1%	4	8	2%	-2%
Cc1onc(-c2cccc(Cl)c2Cl)c1C(=O)O/N=C(\N)c1ccc([N+](=O)[O-])o1	i	0.4	-28	725	-0.2%	5%	nt	nt	nt	nt	nt	nt
CCC1=NN(C(=O)COc2ccccc2)C(O)(c2ccncc2)C1 (stereo unspecified)	i	0.6	16	789	0.5%	2%	1.1	0.2%	-8	-6	0%	1%
COc1cccc(NC(=O)CN(Cc2ccccc2)S(C)(=O)=O)c1	i	0.7	50*	640*	1.2%	6%	1	-0.7%	-3	-12	0%	2%
CC(C)(CN1CCC(Cc2ccccc2)CC1)NS(=O)(=O)c1ccccc1	i	0.5	-2	689	0.0%	-1%	nt	nt	nt	nt	nt	nt
COc1ccc(C(=O)Nc2c(C)ccc3nsnc23)cc1[N+](=O)[O-]	i	0.3	4	703	9.0%	0%	1.1	-0.7%	11	-4	6%	1%
COC(=O)CN(C(=S)Nc1ccc(F)cc1)C1CC(=O)N(c2ccc(OC)cc2)C1=O (stereo unspecified)	i	6.1	2	686	1.1%	-1%	1.1	-1.8%	5	3	3%	3%
CNC(=O)c1csc(-c2ccncc2)n1	i	2.7	7	662	-0.1%	2%	0.9	-1.1%	-18	11	18%	13%
CC(C)CCn1c(CN2CCN(Cc3ccccc3)CC2)nc2c1c(=O)[nH]c(=O)n2C	i	1.4	-8	772	-0.7%	0%	1	-0.3%	-10	-21	13%	20%
Fc1ccc(Nc2nnns2)cc1	i	0.5	-1	763	-0.9%	0%	nt	nt	nt	nt	nt	nt
Cc1cc(C)nc(/N=C2/NC(=O)CS2)n1	i	3.4	nt	nt	0.0%	3%	1.2	0.1%	3	-6	11%	1%
O=C(COC(=O)c1cccc2ccccc12)Nc1cccnc1Cl	i	0.5	-5	644	0.1%	-2%	1.1	-1.9%	33	11	7%	19%
O=C(CCCN1C(=O)c2cccc3cccc(c23)C1=O)NCCN1CCOCC1	i	0.3	20	654	-0.4%	2%	1.1	-1.3%	-4	0	2%	0%
NS(=O)(=O)c1ccc(NC(=O)c2ccc(COc3ccccc3)o2)cc1	i	0.0	-7	661	0.1%	-1%	1.1	-0.9%	-9	9	2%	-3%
CCOC(=O)C1=C(C)NC(C)=C(C(=O)OCCNC(=O)c2cccnc2)C1c1cccc([N+](=O)[O-])c1 (stereo unspecified)	i	2.8	-2	586	1.1%[50 µM]	-9%	1	-1.0%	9	4	11%	8%
Cc1cccc(NC(=O)NC(C)C(c2cccs2)N2CCOCC2)c1 (stereo unspecified)	i	1.1	-6	627	-0.4%	2%	1	-1.4%	-7	-5	18%	18%
O=C1CCC/C(=N/NC(=O)C2CCN(S(=O)(=O)c3cccs3)CC2)C1	i	0.0	26	634	2.2%	7%	1.1	-0.5%	0	-22	2%	0%
O=C(C(Cc1ccccc1)N1C(=O)C2C3C=CC(C3)C2C1=O)N1CCCCC1 (stereo unspecified)	i	0.8	nt	nt	0.5%	2%	1.1	-0.4%	13	3	4%	-3%
O=C(N/N=C/C=C/c1ccccc1)c1ccncc1	i	0.2	-17	606	1.4%[50 µM]	16%	1.7	-2.5%	-22	-4	-6%	1%
CCN(CC)S(=O)(=O)c1ccc(Cl)c(NC(=O)COC(=O)c2cccn2C)c1	i	0.4	4	660	-0.5%	0%	1.1	-1.4%	9	1	8%	6%
COc1ccc(-c2cc3cc(OC)c(OC)cc3c(C)n2)cc1C	i	0.3	-2	687	0.5%	-7%	nt	nt	nt	nt	nt	nt
CCOC(=O)C1CCCCN1C(=O)CCc1c(C)nc2cc(-c3ccccc3)nn2c1C (stereo unspecified)	i	2.6	nt	nt	-0.3%	6%	1	-3.3%	4	0	16%	17%
CC(c1ccon1)N(C)Cc1cn[nH]c1-c1ccc(F)cc1F (stereo unspecified)	i	0.4	8	718	0.7%	-5%	nt	nt	nt	nt	nt	nt
COc1ccc(-c2[nH]ncc2CN(C)C(C)c2cccs2)c(F)c1 (stereo unspecified)	i	0.2	-2	745	-0.9%	5%	0.8	-1.3%	-6	4	-6%	2%
CCN(CC)CCC#CC(O)(c1ccccc1)c1ccccc1	i	0.6	0	667	5.8%	-4%	1	0.1%	-11	-3	-18%	-7%
Cc1nn(C)c(NC(=O)c2ccc([N+](=O)[O-])cc2)c1Cl	i	0.1	-3	725	0.6%	0%	nt	nt	nt	nt	nt	nt
Cc1cc(C)cc(C(=O)N(CCc2ccccc2)C2=CC3CCC(C2)N3C)c1 (stereo unspecified)	i	0.2	-17	664	0.1%	9%	0.9	-9.5%	4	1	-11%	-14%
COc1ccc(-c2noc(=O)[nH]2)cc1	i	0.3	nt	nt	1.4%[50 µM]	4%	1.1	-2.9%	1	-16	-8%	-14%
Cc1n[nH]c(=S)n1/N=C/c1ccc(OCc2ccc(Cl)cc2)cc1	i	0.5	nt	nt	0.0%	1%	0.8	0.9%	24	19	-3%	-7%
O=[N+]([O-])c1ccc2nc(-c3ccc(OC(F)F)cc3)cn2c1	i	1.5	-16	678	0.6%	8%	1.1	-7.8%	-7	-6	-2%	-26%
O=C(c1ccc2c(c1)[nH]c(=S)n1c3ccccc3nc21)N1CCN(c2ncccn2)CC1	i	0.7	-3	702	-0.4%	1%	1.1	nt	36	14	-2%	5%
Nc1ccc(S(=O)(=O)N2CCCC2)cc1	i	1.8	nt	nt	-0.1%	-1%	1.2	-1.7%	-18	9	1%	-2%
O=C(O)CSCc1cnn(-c2ccccc2)c1-n1cccc1	i	0.4	-6	690	1.4%	-3%	1.1	-1.6%	8	8	-32%	-33%
COc1ccc(-c2nnc3n2N=C(c2ccccc2)CS3)cc1OC	nt	nt	8	720	nt	nt	1.1	1.8%	nt	nt	-2%	3%
O=C(O)C1CCCN1S(=O)(=O)c1ccc2c(c1)CCC2 (stereo unspecified)	i	2.3	nt	nt	0.9%	-2%	1.2	-3.2%	3	11	0%	-13%

Bioassay records deposited in PubChem by several laboratories.
